EPAC1 agonist: EPAC1 (human) agonism. EPAC1 agonist qHTS, biochemical assay; response scale: 100% = response to 6.5 mM cAMP. Potency, µM (doses to about 154 µM), for the others: top-dose activation, hits mostly activators. 360,000 tested, 0.073% active. AID 720707; also: potency is read from the fitted curve at half-maximal effect; nearly all actives have a fitted effect of over 60% in size
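Compounds were pinned as a concentration titration into mixtures of EPAC1 (100 nM), BODIPY-GDP-loaded Rap1B (250 nM) and GDP (50 uM). After 5 min at room temperature, fluorescence was followed for 30 min; activity was scaled to 6.5 mM cAMP.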
PI5P4Ka inh: inhibitors of human PI5P4K alpha. PI5P4Kalpha enzyme, ADP-Glo luminescence, 60 min; hits give low values. max response, %. P48426. 330,000 tested, 1.2% active. AID 652105; active = max response of -50% or lower; inconclusive = between -30% and -50%; inactive = -30% or higher; also: value at the top dose of about 77 µM; % is scaled to controls: 0 for no effect and ±100 for the full control effect
Target sequence (P48426 whole entry, looked up): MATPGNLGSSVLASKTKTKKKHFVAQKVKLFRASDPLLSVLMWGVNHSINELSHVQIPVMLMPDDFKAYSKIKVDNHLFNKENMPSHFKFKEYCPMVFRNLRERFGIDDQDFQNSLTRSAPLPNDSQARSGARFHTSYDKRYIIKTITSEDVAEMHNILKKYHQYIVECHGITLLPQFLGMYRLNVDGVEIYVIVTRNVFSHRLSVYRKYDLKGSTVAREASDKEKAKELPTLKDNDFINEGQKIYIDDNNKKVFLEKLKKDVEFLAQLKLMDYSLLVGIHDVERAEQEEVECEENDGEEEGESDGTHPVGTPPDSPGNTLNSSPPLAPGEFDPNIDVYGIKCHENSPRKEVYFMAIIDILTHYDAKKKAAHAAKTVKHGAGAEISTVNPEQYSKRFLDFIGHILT
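Human PI5P4Kalpha with substrate in 0.038 M HEPES pH 7.4, 0.28 mM EGTA, 0.1% CHAPS, 5% DMSO; reaction started with 5 microM ATP (final), 60 min at room temperature. ADP formed read by ADP-Glo luminescence.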
EPAC1 antag: EPAC1 (human) antagonism. EPAC1 GEF assay, Rap1b-BODIPY-GDP exchange fluorescence. Potency, µM (doses to about 115 µM), for inactives: at the top dose activity change, negative = inhibition, actives largely listed as inhibitors. 360,000 tested, 0.14% active;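 also: potency is read from the fitted curve at half-maximal effect; plate controls were vehicle for no effect and positive control for full effect; nearly all actives have a fitted effect of over 50% in size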
PLK1 PBD inh: PLK1 (human) polo-box domain binding inhibition; P53350; Plk1 PBD binding of FITC phosphopeptide, fluorescence polarization; 360,000 tested, 2.8% active; Potency, µM, for the others: max response, negative = inhibition, hits mostly inhibitors; also: potency is read from the fitted curve at half-maximal effect; series mostly up to about 57 µM; % is scaled to controls: 0 for no effect and ±100 for the full control effect; nearly all actives have a fitted effect of over 65% in size
Target sequence (P53350 whole entry, looked up, the tested form may be a part): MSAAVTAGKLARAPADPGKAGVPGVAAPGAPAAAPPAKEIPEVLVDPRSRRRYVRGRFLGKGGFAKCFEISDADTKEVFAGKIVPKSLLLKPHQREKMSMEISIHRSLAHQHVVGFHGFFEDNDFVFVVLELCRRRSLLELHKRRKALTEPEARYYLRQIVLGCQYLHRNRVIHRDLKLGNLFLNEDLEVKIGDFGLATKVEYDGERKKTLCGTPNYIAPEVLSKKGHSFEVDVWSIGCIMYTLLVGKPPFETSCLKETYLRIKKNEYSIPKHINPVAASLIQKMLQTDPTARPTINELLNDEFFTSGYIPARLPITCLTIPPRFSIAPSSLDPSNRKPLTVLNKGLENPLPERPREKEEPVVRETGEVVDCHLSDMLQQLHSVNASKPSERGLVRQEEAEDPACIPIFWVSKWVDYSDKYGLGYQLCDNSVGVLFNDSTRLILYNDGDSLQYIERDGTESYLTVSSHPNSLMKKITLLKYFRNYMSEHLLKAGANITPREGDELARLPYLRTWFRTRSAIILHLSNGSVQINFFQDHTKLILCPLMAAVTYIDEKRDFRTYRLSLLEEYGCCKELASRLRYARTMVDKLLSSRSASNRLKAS
aSyn yeast inh: inhibitors of alpha-synuclein toxicity in yeast | Yeast expressing alpha-synuclein, growth rescue, BacTiter-Glo, 24 h | Potency, µM (series often up to 46.1 µM), for inactives: top-dose growth rescue (activation), hits mostly activators | 370,000 tested, 0.14% active | AID 652106; also: potency is read from the fitted curve at half-maximal effect; % of control where 0% means no effect; nearly all actives have a fitted effect of over 65% in size
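Readout is rescue of growth in alpha-synuclein-expressing yeast, so inhibitors of toxicity appear as activators. Growth after 24 hr at 30 deg C in galactose medium is quantified by luminescence.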
WRN inhibitor: blocks human WRN helicase; AID 651768; 360,000 tested, 0.46% active; Q14191; Potency, µM (highest dose often 114 µM), inactives show at the highest dose activity change, negative = inhibition, most hits filed as inhibitors; WRN helicase unwinding, fluorescent forked duplex, kinetic; also: potency is read from the fitted curve at half-maximal effect; % is scaled to controls: 0 for no effect and ±100 for the full control effect; nearly all actives have a fitted effect of over 55% in size
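Kinetic fluorescence helicase assay: unwinding of a quenched forked DNA duplex (100 nM final) with 2 mM ATP final raises red fluorescence (525/598 nm). Compounds sat 15 min at room temperature with 20 nM WRN beforehand.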
FUS suppressor: suppressors of FUS proteinopathy in yeast | AID 1347120 | 390,000 tested, 0.24% active | Potency, µM (titrated, usually from 76.6 µM), for the others: at the top dose growth rescue (activation), hits mostly activators | S. cerevisiae FUS-expressing, growth rescue, OD600, 24 h;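 also: potency is read from the fitted curve at half-maximal effect; plate controls were DMSO vehicle for no effect and reference control for full effect; nearly all actives have a fitted effect of over 55% in size; some results filed as inactive show a strong effect at the top dose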
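Yeast expressing FUS under galactose induction, OD 0.005 in 2% galactose medium; compounds in a dilution series, 24 h at 30C. Growth rescue by absorbance at 600 nm; CP55940 positive control, DMSO negative.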
IL2 activator: activates IL-2 in a cell-based reporter assay | IL-2 activation reporter assay, cell-based qHTS; stimulated with anti-CD3/CD4/CD28 beads; in transgenic mouse T cells | activation, % (series mostly up to about 46 µM) | 360,000 tested, 0.065% active | AID 652025; in the data active = activation above about 50%; inconclusive = mostly about 30% to 49%; also: 0% is about no effect
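Readout: EGFP and DsRed signals by fluorescent plate cytometry. Unstimulated transgenic mouse T cells received compound 60 min before antibody-bead stimulation, then incubated 18 h at 37 degrees C.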
Abeta yeast res: A-beta toxicity reversal in yeast; yeast expressing A-beta42, growth rescue, OD600, 48 h; response scale: 0% DMSO, 100% iron-clioquinol control; 410,000 tested, 0.063% active; AID 1347071; Potency, µM (highest dose often 46.1 µM), without a hit: at the top dose growth rescue, most hits filed as activators; also: potency is read from the fitted curve at half-maximal effect; nearly all actives have a fitted effect of over 55% in size
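Yeast growth medium received pinned compounds, then yeast cells expressing toxic A-beta were added; plates incubated at 30 C for 48 hr. Growth read as absorbance at 600 nm, normalized to DMSO and equimolar FeCl3 plus clioquinol controls.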
Active calls of the source: *; ? = inconclusive; . = not tested or not shown; [ ] = dose if it differs, or a comment. Unless noted, calls follow the shape of the dose curve; as a rule, active = well fitted curve in the direction sought with a large enough effect; inconclusive = small, poorly fitted or top-dose-only effect, or another doubt; inactive = no such curve, though single readings can be large; an effect the other way counts as inactive or inconclusive.

SMILES	EPAC1 agonist	PI5P4Ka inh	EPAC1 antag	PLK1 PBD inh	aSyn yeast inh	WRN inhibitor	FUS suppressor	IL2 activator	Abeta yeast res
CCCCC[C@H]1CCCCC[C@H](O)C[C@@H](O)[C@H](O)/C=C/C(=O)O1	-18.2%	40.4	-11.8%	1.8%	2.3%	0.4%	41.6%	-0.9	-7.4%
Cc1ccc2c(c1)C1CN(C)CCC1N2C(=O)/C=C/c1ccc2c(c1)OCO2 (configuration not stated)	1.4%	15.6	6.7%	-5.1%	2.1%	3.1%	-3.7%	-3.3	-0.1%
CC1(C)C[C@H]2C=C(C=O)[C@]3(C=O)C[C@]3(C)[C@H]2C1	.	-18.7	-27.1%	-17.4%	-72.4%[inhibitor]	-2.2%	2.8%	-0.9	-22.2%
O=C1c2ccccc2-c2cccc3cccc1c23	-3.4%	-19.0	-8.0%	-29.7%	8.3%	-15.3%	-0.4%	0.6	-8.2%
CC1CCC(C(=O)NC(C(=O)N2CCC3(CC2)OCCO3)C(C)C)CC1 (configuration not stated)	-6.6%	.	8.4%	-1.4%	1.7%	5.0%	-3.3%	5.7	6.8%
Cc1ccsc1CNCCc1ccc(F)cc1	11.0%	-6.9	20.0%	-12.3%	-4.4%	4.3%	-17.3%	1.4	-5.0%
O=C(Cc1ccccc1[N+](=O)[O-])N1CCN(Cc2ccc3c(c2)OCO3)CC1	7.2%	-2.8	2.0%	-6.2%	5.1%	-3.2%	17.7%	-0.6	0.8%
O=C(Cc1cc(=O)[nH]c(=O)[nH]1)N1CCN(CCO)CC1	-2.2%	4.2	14.7%	-15.3%	-10.0%	5.0%	-23.1%	-3.3	-15.8%
Clc1ccccc1CN1CCN(c2ccccc2)CC1	11.6%	.	-4.0%	-4.5%	0.6%	-8.7%	13.4%	-2.6	-24.0%
COc1cccc(-n2c(/C=C/c3ccccn3)nc3ccccc3c2=O)c1	-3.1%	-1.6	0.8%	0.2%	-2.1%	2.9%	-37.0%	-2.3	2.1%
CN1CCN(c2ccc([N+](=O)[O-])c(Sc3ccccn3)c2)CC1	-2.2%	2.7	5.4%	-7.1%	3.1%	-3.0%	6.3%	-2.2	-2.2%
CC(C(=O)c1cn(C)c2ccccc12)c1ccccc1 (configuration not stated)	3.1%	.	-1.9%	-6.0%	-21.3%	-8.0%	-3.9%	-2.2	17.0%
CCCC(C)C1(CC)C(=O)NC(=O)N=C1N (configuration not stated)	9.2%	-4.8	0.3%	?	0.0%	3.4%	0.4%	1.3	-0.1%
N#CC(C#N)=Cc1ccc(N2CCCC2)cc1	-2.8%	-4.4	-16.9%	-28.1%	0.4%	-0.7%	2.8%	1.1	26.7%
CCCC(=O)c1ccc(CP(=O)(OCC)OCC)o1	18.7%	5.3	0.2%	-6.3%	-7.9%	1.0%	-18.2%	0.0	0.0%
CCc1ccc(N2C(=O)NC(=O)/C(=C\C=C\c3ccco3)C2=O)cc1	-13.2%	?	-29.4%	1.34µM*	4.3%	?	9.3%	-0.4	11.8%
CC(C)Cc1nnc(NC(=O)CCC(=O)N2CCC3(CC2)OCCO3)s1	2.4%	0.2	4.1%	4.7%	-0.1%	-2.4%	5.2%	1.8	-1.3%
Cc1ccc2ccccc2c1NC(=O)CNC1CCCCC1	-3.4%	10.7	13.2%	1.6%	-0.7%	4.5%	13.0%	-3.2	7.0%
CC(=O)OC1CC[C@@]2(C)C(=CC(=O)C3C4CCC(OC(C)=O)[C@@]4(C)CCC32)C1 (some centres not stated)	-3.6%	3.5	10.1%	0.5%	-1.9%	-1.4%	21.2%	-3.8	-16.6%
Cc1cc(OC(C)C(=O)N[C@H](C(=O)O)c2ccccc2)c2c3c(c(=O)oc2c1)CCC3 (some centres not stated)	-28.2%	1.5	3.2%	-2.7%	0.8%	3.8%	-6.2%	-0.2	-8.6%
CCCCOc1nc2ccccc2c(=O)n1-c1ccccc1	-7.2%	-7.8	-3.9%	-8.7%	0.5%	0.3%	.	-5.2	-19.5%
COc1ccc(-n2nnnc2C(c2cc3ccccc3o2)N2CCC(n3c(=O)[nH]c4ccccc43)CC2)cc1 (configuration not stated)	5.8%	6.9	-5.0%	-8.0%	0.7%	-5.6%	?	0.9	2.0%
COc1ccc(CCn2c(O)c(C=Nc3ccc(F)cc3)c(=O)[nH]c2=O)cc1OC	.	-9.9	-9.6%	-12.6%	0.7%	-15.0%	2.4%	0.8	3.1%
O=C1CCCC2C3CCCN4CCCC(CN12)C34 (configuration not stated)	-35.0%	3.2	5.5%	0.9%	-8.8%	6.5%	-5.1%	-0.4	-7.7%
COc1ccc(S(=O)(=O)N(C)C[C@H]2OCCCC[C@@H](C)Oc3ccc(N(C)C)cc3C(=O)N([C@H](C)CO)C[C@@H]2C)cc1	-11.2%	-5.0	-8.8%	-13.4%	-0.8%	-0.6%	34.8%	-1.2	8.6%
CSc1ncc(Br)c(N2CC2)n1	1.1%	-1.7	-5.5%	-3.3%	1.8%	8.6%	10.0%	0.0	-0.2%
O=C(NCCN1CCCCC1)c1ccc(Cl)nc1Cl	1.2%	-0.4	4.8%	5.4%	3.0%	4.4%	-7.4%	-0.3	-2.2%
O=C(NC(=S)N1C[C@H]2C[C@H](C1)c1cccc(=O)n1C2)c1ccc(Cl)cc1	-13.7%	3.8	-3.6%	0.2%	-7.2%	3.9%	-10.3%	-0.4	1.9%
COc1ccc(C(CNC(=O)Cc2ccc(Cl)c(Cl)c2)N(C)C)cc1 (configuration not stated)	3.9%	-1.8	10.1%	-1.6%	-0.1%	5.7%	-2.6%	-1.0	-9.2%
C[C@@H]1CN([C@H](C)CO)C(=O)CCCn2cc(nn2)CO[C@H]1CN(C)C(=O)Oc1cccc2ccccc12	-5.8%	-10.6	-6.2%	-18.8%	-6.2%	-2.5%	-3.6%	-1.3	-12.0%
O=C(CCN1CCOCC1)Nc1ccc(Br)cc1C(=O)c1ccccc1	6.1%	-17.0	12.8%	?	-4.1%	-6.9%	1.5%	-0.5	5.0%
CC[N+](CC)(CC#CCO)CC#Cc1ccccc1	5.2%	-2.5	3.1%	1.1%	-0.2%	-5.6%	6.6%	0.0	3.0%
Cc1c(N=Cc2c(O)n(CCc3ccccc3)c(=O)[nH]c2=O)c(=O)n(-c2ccccc2)n1C	3.0%	-12.7	-13.8%	-2.7%	-2.9%	-15.4%	22.5%	-0.4	-7.0%
O=C(CNC(=O)OCc1ccccc1)Nc1ccc(Br)cc1C(=O)c1ccccc1	8.4%	-1.9	-7.2%	-1.3%	23.9%	-18.6%	39.8%	-0.7	22.3%
O=c1[nH]c(=O)n(-c2ccccc2F)c(O)c1/C=C1\C=Nc2ccccc21	11.2%	-28.3	-16.0%	4.23µM*	3.4%	-22.5%	-13.8%	-0.1	8.6%
COC(=O)C1=C(c2cccc(C#N)c2)C[C@@H]2CC[C@H]1N2C(=O)N1CCc2cc(OC)c(OC)cc2C1	-0.2%	2.2	-3.9%	-13.9%	-5.5%	8.3%	25.8%	0.2	-12.0%
Cc1ccc(N2CCN(CCc3ccccc3)CC2)cc1	1.0%	.	17.9%	-1.5%	0.2%	4.9%	6.1%	-1.1	7.7%
N/C(=N\N=C/c1ccc(-c2ccc(O)c(C(=O)O)c2)o1)N[N+](=O)[O-]	0.8%	.	?	11.2µM*	-15.4%	25.1µM*	37.5%	-4.3	-18.3%
O=C(C[C@H]1C=C[C@H](NC(=O)Nc2ccccc2F)[C@@H](CO)O1)NCc1ccc(-c2ccccc2)cc1	-1.4%	5.0	4.7%	-6.1%	?	-5.3%	11.1%	0.2	-3.8%
CCn1cc(C(=O)c2ccccc2)c2ccccc21	17.9%	.	-2.3%	-9.2%	-0.8%	4.2%	8.8%	-0.7	-23.5%
COC1CCC(OC2CC(C3(C)CCC4(CC(O)C(C)C(C(C)/C=C(\C)C(=O)C(C)CC(C)C(=O)O)O4)O3)OC3(OC(C4OC(O)(CO)C(C)CC4C)CC3C)C2C)OC1C (configuration not stated)	-23.9%	-5.6	-24.3%	-12.4%	2.8%	-6.6%	.	-0.5	-27.8%
COc1ccc2c(c1)NP(=S)(c1ccccc1)N2 (configuration not stated)	8.7%	-27.5	3.7%	3.36µM*	-17.0%	-24.2%	45.1%	-0.4	15.7%
O=P(NS(=O)(=O)c1ccccc1)(Oc1ccccc1)Oc1ccccc1	2.1%	.	2.0%	-7.7%	-4.2%	-6.1%	-5.6%	1.4	-1.0%
CNC(=O)Oc1ccc2ncccc2c1	3.1%	2.4	2.5%	-28.2%	-12.6%	-1.4%	-25.8%	0.5	0.9%
O=c1c2ccccc2nc(-c2ccco2)n1-c1ccccn1	-6.9%	1.2	-3.1%	-8.5%	0.5%	-35.5%[57.1 µM]	-16.4%	-0.4	3.8%
CC1=NN(c2ccccc2)C(=O)C1/C=C1\C(=O)NC(=O)N(c2cc(C)cc(C)c2)C1=O (configuration not stated)	-6.5%	-10.3	-2.9%	-9.1%	2.9%	-8.8%	-28.5%	0.3	-3.5%
CCC(C)C1N=C(c2ccccc2)c2cc(Cl)ccc2N(CC(=O)NCc2ccco2)C1=O (configuration not stated)	-17.5%	-6.1	16.7%	-3.7%	-5.1%	-5.5%	-11.2%	-0.9	-0.8%
CCOC(=O)C1CCN(C=C2C(=O)N(C)C(=S)N(C)C2=O)CC1	1.6%	-17.9	4.2%	-1.8%	-1.7%	-2.3%	.	0.5	-4.5%
N=C1c2ccccc2CN1c1ncccn1	3.6%	5.4	-24.3%	-12.2%	-3.2%	-2.8%	-1.8%	0.6	-11.3%
CCS(=O)(=O)C1=NN2C(=N)/C(=C\c3ccc(OC(=O)c4ccco4)cc3)C(=O)N=C2S1	-1.4%	-3.8	8.3%	?	-2.0%	-11.1%	7.0%	0.5	-0.8%

The list is partial; the hit share may differ from the screen's.
